proKLK7 act = proKLK7 zymogen activators, primary screen, biochemical, fluorescence intensity; activation, % at 7 µM; Kallikrein-7 (Homo sapiens), P49862; AID 652039, 2013; purified proKLK7, EDANS-DABCYL substrate fluorescence; 100% is mature enzyme control, 0% vehicle; 370,000 compounds, 0.9% hits;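 active means activation above the mean of all tested compounds plus 3 SD, computed per campaign excluding outliers beyond control limits, cut at about 13% in these data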
GC-B act = human GC-B receptor activators, primary screen, HEK293 GC-B cells, cGMP TR-FRET, EC30 CNP | Atrial natriuretic peptide receptor 2 (Homo sapiens), P20594 | 0% at EC30 CNP, 100% saturating CNP | activation, % at 10 µM | 370,000 compounds, 0.11% hits | AID 1920062, 2024;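 active means activation at 10 µM reaching about 35% in either raw or pattern-adjusted values, limit read from the data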
Target sequence (P20594 whole entry, looked up): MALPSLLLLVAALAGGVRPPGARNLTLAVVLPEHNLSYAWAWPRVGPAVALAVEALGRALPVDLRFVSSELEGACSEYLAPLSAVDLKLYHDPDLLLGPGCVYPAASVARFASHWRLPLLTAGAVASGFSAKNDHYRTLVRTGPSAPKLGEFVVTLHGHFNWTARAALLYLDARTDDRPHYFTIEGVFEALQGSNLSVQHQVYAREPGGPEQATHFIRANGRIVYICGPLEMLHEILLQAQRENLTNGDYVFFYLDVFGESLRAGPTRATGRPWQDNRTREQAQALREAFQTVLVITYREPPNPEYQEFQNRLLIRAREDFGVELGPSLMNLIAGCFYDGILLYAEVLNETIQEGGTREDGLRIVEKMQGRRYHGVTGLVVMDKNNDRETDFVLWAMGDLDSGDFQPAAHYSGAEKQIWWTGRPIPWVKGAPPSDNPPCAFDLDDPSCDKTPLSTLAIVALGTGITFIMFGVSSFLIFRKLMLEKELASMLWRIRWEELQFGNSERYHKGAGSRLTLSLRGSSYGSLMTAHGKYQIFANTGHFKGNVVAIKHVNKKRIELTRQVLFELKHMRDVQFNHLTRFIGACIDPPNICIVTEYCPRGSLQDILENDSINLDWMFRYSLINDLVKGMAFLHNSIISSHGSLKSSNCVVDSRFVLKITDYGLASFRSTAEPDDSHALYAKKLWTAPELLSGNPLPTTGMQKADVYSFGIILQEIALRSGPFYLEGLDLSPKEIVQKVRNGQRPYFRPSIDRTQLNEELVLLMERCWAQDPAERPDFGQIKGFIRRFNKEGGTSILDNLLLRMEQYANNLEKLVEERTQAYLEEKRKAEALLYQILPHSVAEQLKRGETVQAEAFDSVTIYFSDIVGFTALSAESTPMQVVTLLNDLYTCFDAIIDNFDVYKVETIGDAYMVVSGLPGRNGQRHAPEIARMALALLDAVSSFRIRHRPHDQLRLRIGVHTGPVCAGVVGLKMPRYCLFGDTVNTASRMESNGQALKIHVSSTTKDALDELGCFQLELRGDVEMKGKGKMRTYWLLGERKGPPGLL
GC-A act = GC-A stimulated cGMP production enhancers – HEK293 GC-A cells, cGMP TR-FRET, EC30 ANP, primary screen; 0% at EC30 ANP, 100% saturating ANP; AID 1671463, 2021; Atrial natriuretic peptide receptor 1 (Homo sapiens), P16066; activation, % at 10 µM; 370,000 compounds, 0.14% hits; in the data active means activation above about 40%
ssDAF12 agonist = S. stercoralis DAF-12 nuclear receptor activators, primary screen, cell-based, luminescence, HEK293, GRIP1 co-expression, lit1-tk-luc | 370,000 compounds, 1% hits | AID 652126, 2013 | HEK293 ssDAF-12/GRIP1 lit1-tk-luc reporter; % of 3 µM dafachronic acid response | Nuclear hormone receptor DAF-12 (Strongyloides stercoralis) | activation, % at 6.8 µM;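 active means activation above the mean over all tested compounds plus 3 SD, cut at about 0.9% in these data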;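 further: 0% = DMSO-only wells and 100% = 3 µM delta7-dafachronic acid wells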
SMARCA2 act = SMARCA2 (BRM) function activators, primary screen, cell-based, luminescence, high throughput; MG213 cells, MMTV-luciferase reporter, dexamethasone, overnight; activation, % at 9.1 µM; 370,000 compounds, 1% hits; in the data active means activation above about 7.8%;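 further: 0% = vehicle wells and 100% = reference activator wells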
FXN GAA850 act = FXN promoter activators, primary screen, cell-based, luciferase luminescence, HEK293 lucGAA850 | HEK293 lucGAA850 FXN promoter luciferase reporter, 24 h; percent of 10 µM SAHA response | activation, % at 6 µM | 360,000 compounds, 0.56% hits;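 active means activation above the average of all compounds screened plus 3 SD, cutoff fixed separately per campaign, cut at about 7.5% in these data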;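 further: 0% = DMSO wells and 100% = 10 µM SAHA wells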
hcDAF-12 act = H. contortus DAF-12 nuclear receptor activators, primary screen, cell-based, luminescence, HEK293, lit1-tk-luc reporter. HEK293 hcDAF-12 lit1-tk-luc reporter; 0% DMSO, 100% Δ7-dafachronic acid. activation, % at 6.8 µM. 370,000 compounds, 1.4% hits. AID 652067, 2013;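 active means activation above the mean of all tested compounds plus 3 SD, cut at about 5.5% in these data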;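 further: 100% = response to 3 µM Δ7-dafachronic acid high control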
DAX1 inh-1 = DAX1 (NR0B1) inhibitors, primary screen, cell-based, HEK293, Gal4-DAX1, luciferase luminescence | inhibition, % at 6.75 µM | AID 504766, 2011 | Nuclear receptor subfamily 0 group B member 1 (Homo sapiens), P51843 | HEK293 Gal4-DAX1 luciferase reporter | 340,000 compounds, 0.99% hits;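 active means inhibition above the mean over all tested compounds plus 3 SD, cut at about 4.2% in these data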;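 further: 0% = DAX1-transfected cells with DMSO and 100% = empty-vector control cells with DMSO; inhibition shows as a rise in luminescence from relieved DAX1 repression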
hgDAF-12 ag = H. glycines DAF-12 receptor agonists, primary screen, cell-based, luminescence, HEK293, GAL4 fusion, UAS-luciferase; Nuclear hormone receptor DAF-12 (Heterodera glycines), GAL4 fusion; HEK293 GAL4-hgDAF12 UAS-luciferase reporter, agonist luminescence; normalized to butyrate control; activation, % at 6.8 µM; 370,000 compounds, 1.8% hits; AID 687014, 2013;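 active means activation above a cutoff set at the mean of all screened compounds plus 3 SD, cut at about 10% in these data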;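 further: 0% = DMSO wells and 100% = sodium butyrate wells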
DAX1 inh-2 = DAX1 (NR0B1) inhibitors on StAR promoter, primary screen, cell-based, luminescence, SF-1 (NR5A1), full-length DAX-1 | 370,000 compounds, 1.1% hits | AID 652010, 2013 | HEK293T StAR-luciferase reporter, SF-1/DAX-1 repression relief | inhibition, % at 6.8 µM;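 active means inhibition above the mean over all tested compounds plus 3 SD, cut at about 3.6% in these data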;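 further: 0% = DAX-1 cells with DMSO and 100% = cells lacking DAX-1 with DMSO; higher inhibition means more luminescence from relief of DAX-1 repression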
sPLA2-III inh = human group III sPLA2 inhibitors, primary screen, biochemical, QFRET, BODIPY PC-A2 liposome substrate; inhibition, % at 12.2 µM; AID 743126, 2013; QFRET BODIPY PC-A2 liposome hydrolysis, fluorescence; Group 3 secretory phospholipase A2 (Homo sapiens), Q9NZ20; 370,000 compounds, 0.56% hits;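 active means inhibition above mean plus 3 SD of compounds lying within the high and low control bounds, cut at about 19% in these data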;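 further: 0% = median of test compound wells and 100% = no enzyme DMSO wells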
* hit, by the source's call; x = not tested or not shown.

SMILES	proKLK7 act	GC-B act	GC-A act	ssDAF12 agonist	SMARCA2 act	FXN GAA850 act	hcDAF-12 act	DAX1 inh-1	hgDAF-12 ag	DAX1 inh-2	sPLA2-III inh
CC(=O)NC1=C(Nc2ccc(N(C)C)cc2)C(=O)c2ccccc2C1=O	0.9	-20	-19	-0.1	8	-2.0	1.6	-0.6	9.0	0.6	14
C[C@]12c3[nH]c4cc(-c5ccco5)ccc4c3CCN1C(=O)[C@@H](CC(=O)NCC13CC4CC(CC(C4)C1)C3)C[C@@H]2C(=O)N1CCCCC1	-7.4	-6	-6	-1.5	-5	0.8	-2.2	-1.1	-1.7	-1.3	-7
COc1ccccc1NS(=O)(=O)/C=C/c1ccccc1	-0.4	-5	-2	-1.9	-6	-1.3	-1.4	-1.1	-0.5	-0.4	5
COC(=O)CCSc1cc([N+](=O)[O-])cc2c1c(C1OCCO1)nn2-c1ccccc1	0.0	7	3	-1.2	-1	5.5	-1.7	0.5	-2.1	1.3	-4
CCN(CC)c1ccc(/C=N\NC(N)=O)cc1	1.6	-3	-4	-1.4	-3	-2.8	-2.8	-0.6	-6.1	-0.6	12
Cc1nc(C)c(C(=O)Nc2ccc(C)c(F)c2)o1	0.4	1	4	-1.5	5	-1.1	0.2	0.6	-0.5	-0.5	10
CC(C)(Oc1ccc(Cl)cc1)C(=O)NCc1n[nH]c(=O)c2ccccc12	-0.3	-6	-3	-0.5	-1	-0.1	1.2	-1.9	-1.8	-0.6	5
CCCc1nc([N+](=O)[O-])c(S(=O)(=O)c2ccccc2)n1CC(C)C	-0.3	16	11	-1.5	4	-6.8	0.6	-0.6	10*	-0.3	4
CC1CN(c2cc(-c3ccccc3)c3ccccc3n2)CC(C)O1 (stereo not given)	-2.8	-1	3	-1.0	0	-1.8	0.6	-0.3	-0.9	0.4	-9
CN(C)/C=C1\C(=O)Nc2ccccc21	0.1	-7	-3	0.2	0	1.6	5.4	-0.1	3.0	0.9	4
COc1ccc(OCCOCC(O)CN2CCOCC2)cc1 (stereo not given)	-0.7	-1	7	-1.4	-1	-1.8	-1.8	0.8	0.3	-0.4	1
CC(=O)C1=C(C)N(Cc2ccccc2)C(=O)N[C@H]1CCc1ccccc1	0.1	-7	-6	-1.0	-1	-1.1	-0.2	-0.3	-2.6	-0.6	6
CC1(C(=O)NS(=O)(=O)c2ccc(F)cc2F)CCN1C(=O)c1ccc(C2CCCCC2)cc1 (stereo not given)	0.9	-3	-3	-1.2	-1	1.9	0.4	x	-0.6	-0.6	-14
CCN1C(=O)/C(=C2/C=Cc3ccccc3N2C)OC1=S	0.9	4	8	-0.9	3	2.1	-1.1	0.6	1.5	0.6	7
Cc1cccc(NC(=O)c2ccc(NCC3CCCO3)c([N+](=O)[O-])c2)c1 (stereo not given)	0.2	-3	3	-1.2	8.1*	5.7	-2.0	-1.5	0.7	0.7	-2
COc1cccc(CNS(=O)(=O)c2cc3c(cc2Br)CC(C)N3C(C)=O)c1 (stereo not given)	-0.2	0	3	-1.6	2	x	-1.8	x	0.4	0.3	1
COc1ccc(CCNC(=O)Nc2nnc([C@@H]3C[C@H](O)[C@@H](CO)O3)s2)cc1OC	0.7	0	2	-1.0	-1	1.3	-0.3	x	2.6	1.0	-1
O=C(O)CCN1C(=O)/C(=C/c2ccc(-c3nc4ccccc4s3)o2)SC1=S	0.0	-5	-2	0.2	-5	0.3	3.2	1.4	0.3	0.5	2
CCOC(=O)C(=O)Nc1ccc(S(=O)(=O)N2CCOCC2)cc1OC	0.1	0	2	-1.2	5	-2.1	-1.3	-0.4	0.7	0.4	3
CCc1ccc(NC(=O)CSc2nnc(Cc3cccn3C)n2-c2ccc(OC)cc2)cc1	0.1	3	-3	-0.3	0	0.4	-0.4	4.7*	-1.6	0.7	-28
Cc1oc(-c2cccc(C(F)(F)F)c2)nc1CN1CCN(c2ccccn2)CC1	-0.5	-6	-9	-1.3	4	0.6	0.3	0.7	-1.4	-0.2	-5
CN(C(=O)COC(=O)c1cccs1)c1ccccc1	0.9	5	2	-1.0	-1	0.0	-1.5	-0.1	-1.9	-0.8	-2
CCOC(=O)c1cc(CC)sc1NC(=O)c1cc(OCC)c(OCC)c(OCC)c1	-0.7	-5	-1	-0.8	1	-0.3	2.3	-0.4	0.2	1.4	3
C=CCNc1nc(NCCNC(C)=O)c2sc(-c3ccccc3)cc2n1	0.8	-4	8	-1.7	0	0.0	-1.3	x	-0.8	-0.6	0
Oc1ccc(N=Cc2c(O)ccc3ccccc23)cc1	-0.2	-11	-5	-1.7	-2	2.0	-2.4	1.5	-4.5	-1.0	-2
CCSc1nc(C)nc2sc(C)c(C)c12	0.2	1	-2	-1.4	-4	2.1	-0.2	2.4	-2.6	-0.3	3
CCCCNC(=O)CCC(=O)Nc1ccc2nc(N3CCCCC3)cc(C)c2c1	-0.2	-1	10	-1.6	2	6.6	-1.2	1.5	4.0	1.0	1
COc1cccc(CN2C(=NC(=O)C3CC3)SC3CS(=O)(=O)CC32)c1 (stereo not given)	0.0	0	-6	-1.1	4	0.5	-0.5	0.6	-1.0	0.3	2
CCOc1ccc(S(=O)(=O)n2nc(C)cc2C)cc1	-0.5	2	1	-1.2	-1	1.5	-0.1	-0.1	-0.1	-0.3	3
CCc1ccccc1NC(=O)CSc1nnc(-c2cccs2)o1	0.7	4	-2	-1.5	5	x	2.2	x	2.5	-1.2	0

One compound at a time (already shown):
CCOC(=O)C(=O)Nc1ccc(S(=O)(=O)N2CCOCC2)cc1OC is listed with proKLK7 act = 0.1; GC-B act = 0; GC-A act = 2; ssDAF12 agonist = -1.2; SMARCA2 act = 5; FXN GAA850 act = -2.1; hcDAF-12 act = -1.3; DAX1 inh-1 = -0.4; hgDAF-12 ag = 0.7; DAX1 inh-2 = 0.4; sPLA2-III inh = 3
Oc1ccc(N=Cc2c(O)ccc3ccccc23)cc1 is listed with proKLK7 act = -0.2; GC-B act = -11; GC-A act = -5; ssDAF12 agonist = -1.7; SMARCA2 act = -2; FXN GAA850 act = 2.0; hcDAF-12 act = -2.4; DAX1 inh-1 = 1.5; hgDAF-12 ag = -4.5; DAX1 inh-2 = -1.0; sPLA2-III inh = -2
CCc1ccc(NC(=O)CSc2nnc(Cc3cccn3C)n2-c2ccc(OC)cc2)cc1 is listed with proKLK7 act = 0.1; GC-B act = 3; GC-A act = -3; ssDAF12 agonist = -0.3; SMARCA2 act = 0; FXN GAA850 act = 0.4; hcDAF-12 act = -0.4; DAX1 inh-1 = 4.7*; hgDAF-12 ag = -1.6; DAX1 inh-2 = 0.7; sPLA2-III inh = -28

Next part
SMILES	proKLK7 act	GC-B act	GC-A act	ssDAF12 agonist	SMARCA2 act	FXN GAA850 act	hcDAF-12 act	DAX1 inh-1	hgDAF-12 ag	DAX1 inh-2	sPLA2-III inh
CCOCc1nnc(NC(=O)COC)s1	-0.2	-1	3	-1.2	0	-0.5	-1.0	1.6	-1.8	0.2	0
CCN(CC)c1nc(N2CCN(C)CC2)nc2ccccc12	-0.7	-11	4	-1.3	-1	2.2	0.1	-0.6	2.5	0.1	9
C(=C\c1ccncc1)/c1ccccc1	-0.5	-14	-19	-0.5	-2	2.0	-2.1	1.3	2.5	0.1	-2
O=C(CS(=O)(=O)c1ccc(F)cc1)Nc1nnc(-c2cccs2)o1	0.5	-5	2	-1.0	-1	0.9	0.9	-0.4	-0.2	0.8	1
N#CC1CN(C(c2ccccc2)c2ccccc2)C1	-0.5	-5	-1	-1.0	0	3.1	-0.5	0.8	-1.5	-0.2	3
CSc1nc(N(C)C)nc(N(C#N)CCOC(C)=O)n1	-0.4	0	-3	-1.1	1	0.4	-1.3	-0.5	-0.9	-0.5	4
CC(=O)Nc1ccc(C(=O)OCC(=O)c2cccc([N+](=O)[O-])c2)cc1	-0.5	0	-1	-1.1	-3	2.1	-3.6	-1.3	0.3	0.4	-25
Cc1c(C(=O)N2CCC(C)(C(=O)NS(=O)(=O)C3CC3)C2)oc2ccccc12 (stereo not given)	-0.1	2	1	-0.8	-2	0.8	-0.6	x	0.0	-0.9	3
O=C(NC1CCN(C(=S)Nc2ccccc2Cl)CC1)C1CCCCC1	-0.7	-1	0	-0.9	3	2.4	-0.9	1.5	0.9	1.2	3
Cn1c(SCC(=O)Nc2ccc(N3CCOCC3)cc2)nnc1-c1ccccc1	0.4	1	0	-1.1	3	1.9	4.1	-0.1	2.0	-2.1	5
CC(C)(C)N1C(=O)[C@H]2[C@@H](c3ccc(Br)cc3)N3C(=O)N(c4cccc(Cl)c4)C(=O)[C@@]3(C)[C@H]2C1=O	0.1	-10	-6	-1.1	0	14*	0.0	-0.5	2.1	0.3	-40
CCn1cc(CCC(=O)NCCc2ccccc2)c2ccccc21	-0.3	-5	-4	0.3	2	1.5	2.1	1.3	2.3	0.1	6
Cc1ccc2cc(CCNS(=O)(=O)c3ccc(F)cc3)c(=O)[nH]c2c1	-0.3	2	0	-1.9	0	-2.6	-1.0	-1.3	-2.6	-0.9	-9
CCCc1nnc(NC(=O)CCC(=O)NC2CCCCC2)s1	-0.7	-1	4	-0.9	-1	3.1	-2.6	0.1	-2.3	0.2	11

Quoted at random: 3 compounds from above, in no set order.
SMILES	proKLK7 act	GC-B act	GC-A act	ssDAF12 agonist	SMARCA2 act	FXN GAA850 act	hcDAF-12 act	DAX1 inh-1	hgDAF-12 ag	DAX1 inh-2	sPLA2-III inh
N#CC1CN(C(c2ccccc2)c2ccccc2)C1	-0.5	-5	-1	-1.0	0	3.1	-0.5	0.8	-1.5	-0.2	3
CCOCc1nnc(NC(=O)COC)s1	-0.2	-1	3	-1.2	0	-0.5	-1.0	1.6	-1.8	0.2	0
Cc1ccc2cc(CCNS(=O)(=O)c3ccc(F)cc3)c(=O)[nH]c2c1	-0.3	2	0	-1.9	0	-2.6	-1.0	-1.3	-2.6	-0.9	-9
